DAX1 inh-1 – inhibitors of DAX1 repression of SF-1 activated StAR promoter; HEK293T StAR-luciferase reporter, SF-1/DAX-1 repression relief; inhibition, % at 6.8 µM; actives 1.1% (n = 370,000); AID 652010;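 active = inhibition above the mean over all tested compounds plus 3 SD, cut at about 3.6% in these data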;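 also: 0% = DAX-1 cells with DMSO and 100% = cells lacking DAX-1 with DMSO; higher inhibition means more luminescence from relief of DAX-1 repression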
GC-A act – GC-A (human) enzyme activation; actives 0.14% (n = 370,000); activation, % at 10 µM; P16066; HEK293 GC-A cells, cGMP TR-FRET, EC30 ANP; 0% at EC30 ANP, 100% saturating ANP; in the data active = activation above about 40%
ADAM17 inh – ADAM17 inhibition, QFRET primary screen. recombinant ADAM17, EDANS/DABCYL FRET peptide cleavage. actives 0.83% (n = 370,000). inhibition, % at 6.95 µM. P78536. AID 720648;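 active = inhibition above the mean of compounds lying between control limits plus 3 SD, set per campaign, cut at about 8.5% in these data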;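 also: 0% = DMSO-only wells as the low control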
PG9 Ab binder – binds the HIV-1 gp120 antibody PG9; TR-FRET gp120-PG9 antibody binding; inhibition, % at 6.7 µM; actives 0.43% (n = 360,000); AID 624416; in the data active = inhibition above about 8.5%
DAX1 inh-2 – inhibits human nuclear receptor DAX1 | actives 0.99% (n = 340,000) | HEK293 Gal4-DAX1 luciferase reporter, luminescence | AID 504766 | P51843 | inhibition, % at 6.75 µM;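 active = inhibition above the mean over all tested compounds plus 3 SD, cut at about 4.2% in these data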;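 also: 0% = DAX1-transfected cells with DMSO and 100% = empty-vector control cells with DMSO; inhibition shows as a rise in luminescence from relieved DAX1 repression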
Target sequence (P51843 207-470 limits assumed): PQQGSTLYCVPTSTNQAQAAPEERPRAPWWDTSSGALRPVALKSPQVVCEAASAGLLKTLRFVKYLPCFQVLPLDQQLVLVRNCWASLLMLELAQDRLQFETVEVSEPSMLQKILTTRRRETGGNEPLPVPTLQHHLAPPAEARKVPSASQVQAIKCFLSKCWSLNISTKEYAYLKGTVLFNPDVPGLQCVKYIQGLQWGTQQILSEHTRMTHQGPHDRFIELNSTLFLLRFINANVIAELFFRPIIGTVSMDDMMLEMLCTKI
GAA850 FXN act – increases GAA850 frataxin promoter reporter activity; actives 0.56% (n = 360,000); HEK293 lucGAA850 FXN promoter luciferase reporter, 24 h; percent of 10 µM SAHA response; activation, % at 6 µM;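 active = activation above the average of all compounds screened plus 3 SD, cutoff fixed separately per campaign, cut at about 7.5% in these data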;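 also: 0% = DMSO wells and 100% = 10 µM SAHA wells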
ssDAF12 agonist – S. stercoralis DAF-12 activation, primary screen | HEK293 ssDAF-12/GRIP1 lit1-tk-luc reporter, luminescence; % of 3 µM dafachronic acid response | activation, % at 6.8 µM | actives 1% (n = 370,000);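 active = activation above the mean over all tested compounds plus 3 SD, cut at about 0.9% in these data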;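 also: 0% = DMSO-only wells and 100% = 3 µM delta7-dafachronic acid wells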
SMARCA2 act – increases SMARCA2 function in MMTV reporter cells | MG213 cells, MMTV-luciferase reporter, dexamethasone, overnight | activation, % at 9.1 µM | actives 1% (n = 370,000) | AID 652017; in the data active = activation above about 7.8%;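 also: 0% = vehicle wells and 100% = reference activator wells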
hcDAF-12 act – activates DAF-12 receptor from parasite H. contortus; HEK293 hcDAF-12 lit1-tk-luc reporter, luminescence; 0% DMSO, 100% Δ7-dafachronic acid; activation, % at 6.8 µM; actives 1.4% (n = 370,000); AID 652067;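 active = activation above the mean of all tested compounds plus 3 SD, cut at about 5.5% in these data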;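 also: 100% = response to 3 µM Δ7-dafachronic acid high control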
ADAM10 inh – ADAM10 inhibition, QFRET primary screen | O14672 | recombinant ADAM10, EDANS/DABCYL FRET peptide cleavage, 3 h | inhibition, % at 7 µM | actives 0.62% (n = 370,000) | AID 720582;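 active = inhibition above a per-campaign cutoff equal to the mean of compounds falling between control-based bounds plus 3 SD, cut at about 20% in these data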;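 also: 0% = DMSO wells while the 100% control is not disclosed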
Target sequence (O14672 214-748 limits assumed): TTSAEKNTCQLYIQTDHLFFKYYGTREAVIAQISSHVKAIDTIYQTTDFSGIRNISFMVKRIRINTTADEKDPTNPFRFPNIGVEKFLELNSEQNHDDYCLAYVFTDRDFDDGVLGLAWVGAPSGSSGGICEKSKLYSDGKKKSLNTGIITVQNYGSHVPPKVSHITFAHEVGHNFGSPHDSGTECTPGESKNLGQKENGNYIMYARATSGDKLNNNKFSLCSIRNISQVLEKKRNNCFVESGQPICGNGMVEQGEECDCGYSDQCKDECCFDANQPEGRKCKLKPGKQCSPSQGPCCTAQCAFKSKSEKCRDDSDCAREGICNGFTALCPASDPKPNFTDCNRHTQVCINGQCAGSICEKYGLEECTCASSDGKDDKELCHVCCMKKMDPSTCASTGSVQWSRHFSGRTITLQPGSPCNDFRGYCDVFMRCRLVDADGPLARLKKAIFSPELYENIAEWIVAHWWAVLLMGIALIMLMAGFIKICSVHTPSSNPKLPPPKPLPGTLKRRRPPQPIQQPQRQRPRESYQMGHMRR
hgDAF-12 ag – hgDAF-12 agonism, primary luciferase screen | HEK293 GAL4-hgDAF12 UAS-luciferase reporter, agonist luminescence; normalized to butyrate control | activation, % at 6.8 µM | actives 1.8% (n = 370,000) | AID 687014;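 active = activation above a cutoff set at the mean of all screened compounds plus 3 SD, cut at about 10% in these data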;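 also: 0% = DMSO wells and 100% = sodium butyrate wells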
Active calls of the source: *; i = inactive; x = no result given.

SMILES	DAX1 inh-1	GC-A act	ADAM17 inh	PG9 Ab binder	DAX1 inh-2	GAA850 FXN act	ssDAF12 agonist	SMARCA2 act	hcDAF-12 act	ADAM10 inh	hgDAF-12 ag
OCC1OC(n2cnc3c(NCc4ccco4)ncnc32)C(O)C1O (stereo not given)	-4.5	-1	-2	0.8	-3.1	-2.1	-1.5	1	-1.2	-10	-1.1
COc1cccc(OC)c1OC(=O)C1CC(=O)N(c2ccc3c(c2)OCCO3)C1 (stereo not given)	-1.7	-1	-5	-1.5	0.9	-7.1	-1.7	-5	-3.5	-8	-5.4
CCCCSc1nnc(-c2ccccc2)c2ccccc12	0.1	-1	-5	-1.4	-1.1	3.5	-1.8	-1	-1.7	3	-2.6
O=S1(=O)C[C@@H](N2CCC[C@@H]2CO)[C@H](COCc2ccccc2)N1	0.3	5	-4	-2.5	x	x	-0.8	-3	-0.1	-28	0.1
Cc1c2cnn(-c3ccccc3)c(=O)c2c(C)n1CCCC(=O)N1CCN(c2ncccn2)CC1	-0.1	1	-5	0.0	-2.0	-3.6	-1.8	0	1.2	-9	-1.9
Cc1nc(S(=O)(=O)Cc2ccc(Cl)cc2)nc2c1CCC2	0.4	1	-4	-0.6	0.0	1.3	-1.0	0	-1.7	-7	0.1
Cc1cc2nc(-c3ccc4c(c3)CCC4)ccn2n1	0.0	-4	-8	0.0	-0.7	5.6	-1.6	3	0.6	-23	3.5
Nc1nc(Nc2ccccc2F)nc(NCc2ccco2)c1[N+](=O)[O-]	0.5	20	5	2.3	-0.3	5.6	0.2	13*	0.8	-2	2.8
CCOC(=O)C1(CCCc2ccccc2)CCN(C(=O)CCC2=NNC(=O)CC2)CC1	-0.3	3	0	0.5	1.0	2.7	-1.4	0	-1.8	-3	-0.7
COc1ccc2cc(-c3cccc4[nH]cc(C)c34)ccc2c1	-1.1	0	-38	x	x	x	1.5*	-2	3.0	-78	-1.3
Nc1cc(S(=O)(=O)N2CCOCC2)ccc1Oc1cccc(Br)c1	-3.3	-2	0	0.0	-3.2	0.9	-1.6	-6	1.2	10	-3.7
NC(=O)CC(NC(=O)c1ccccc1)C(=O)O (stereo not given)	0.5	3	-3	-1.1	3.8	-0.1	-1.1	-3	-0.3	1	4.5
Cc1c(NC(=O)C(C)NCC2CCCO2)c(=O)n(-c2ccccc2)n1C (stereo not given)	1.5	0	0	-0.1	0.5	-0.3	-1.6	1	1.5	-4	2.6
COc1cccc(C(O)c2ncc(-c3ccc(Cl)cc3)[nH]2)c1 (stereo not given)	0.8	2	-1	1.4	x	-0.1	-1.8	-2	0.8	-19	0.5
Cc1ccc(-n2cccc2C(=O)NS(=O)(=O)c2ccc(C)cc2)cc1	0.2	1	-2	-2.0	0.2	1.6	-1.2	-3	0.3	-4	-3.0
CC(C)NC(=O)N(C)C[C@H]1Oc2c(NC(=O)Nc3ccc4c(c3)OCO4)cccc2C(=O)N([C@H](C)CO)C[C@@H]1C	-0.6	0	-1	1.3	0.5	-0.4	-0.8	-3	0.2	-5	4.8
COc1ccc(O[C@@H]2O[C@H](COC(C)=O)[C@@H](OC(C)=O)[C@H](OC(C)=O)[C@H]2NC(C)=O)cc1	0.2	2	-2	-1.1	-0.9	0.6	-1.3	-1	-1.9	0	1.3
COc1ccc(/C=N/NC(=O)c2ccc3nc[nH]c3c2)cc1OC	0.5	-2	-2	-0.6	0.7	0.4	-1.6	-4	-2.2	-6	2.0
Cc1occc1C(=O)N1CCCC(CO)(Cc2ccc(F)cc2F)C1 (stereo not given)	-1.1	1	2	-3.1	0.4	1.2	-1.2	1	-1.3	2	-3.1
O=C(CCSc1nc(-c2ccco2)cc(C(F)(F)F)n1)N1CCN(c2ccccc2)CC1	-0.3	-11	4	-4.9	0.3	2.2	-1.1	0	-1.5	9	-0.5
COc1ccc(Nc2ccccc2N)cc1	-1.8	-3	-4	-6.2	-0.1	0.5	-1.6	-1	-1.5	-7	-1.7
Cc1ccc(O)c(-c2cc(C(=O)Nc3c(C)n(C)n(-c4ccccc4)c3=O)[nH]n2)c1	0.2	0	-1	-0.7	-1.1	2.3	-1.2	-6	2.7	-11	3.0
Cc1csc(Sc2nc3c(c(=O)[nH]c(=O)n3C)n2Cc2ccccc2Cl)n1	-0.2	-3	0	-1.0	-1.2	-0.5	-1.2	-3	0.1	0	0.0
CC1(c2ccccc2Cl)NC(=O)N(CC(=O)NCc2ccco2)C1=O (stereo not given)	-0.1	3	-2	-0.1	-0.3	1.1	-1.2	-2	-1.3	-3	-1.5
CN(C)S(=O)(=O)N(CC(=O)Nc1ccccc1F)c1ccccc1	-0.3	4	-2	-0.2	-0.8	0.6	-0.6	-4	-0.4	-2	2.5
COc1ccc(S(=O)(=O)N2CCN(C(=O)c3cccnc3)CC2)cc1OC	0.0	5	0	-0.8	-1.1	0.4	-1.8	-2	0.7	-4	0.6
CCOc1ccc2nc(-c3ccccc3)nc(SCC(=O)OC)c2c1	0.1	0	-2	-3.1	2.9	0.3	-1.1	0	0.9	-2	0.1
Cc1coc2c1c(C)cc1oc(=O)c(CC(=O)NCC(=O)NCC(=O)O)c(C)c12	0.1	0	-319	0.7	-0.9	1.0	-1.3	-1	-1.7	i	1.6
C/C(N)=C(/C#N)C(=O)CSc1nc2cc(Cl)ccc2c(=O)n1Cc1ccco1	-0.3	-17	-7	-1.1	-1.6	3.0	-1.1	-4	2.3	-8	0.6
CCc1c(C)[nH]c(=S)c(C#N)c1C	0.4	2	1	-0.3	1.3	2.0	-0.3	-1	0.3	3	0.2

Whole records, looked up by structure. Order of values: DAX1 inh-1, GC-A act, ADAM17 inh, PG9 Ab binder, DAX1 inh-2, GAA850 FXN act, ssDAF12 agonist, SMARCA2 act, hcDAF-12 act, ADAM10 inh, hgDAF-12 ag
CN(C)S(=O)(=O)N(CC(=O)Nc1ccccc1F)c1ccccc1 in the list: -0.3, 4, -2, -0.2, -0.8, 0.6, -0.6, -4, -0.4, -2, 2.5
COc1ccc(/C=N/NC(=O)c2ccc3nc[nH]c3c2)cc1OC in the list: 0.5, -2, -2, -0.6, 0.7, 0.4, -1.6, -4, -2.2, -6, 2.0
Cc1ccc(O)c(-c2cc(C(=O)Nc3c(C)n(C)n(-c4ccccc4)c3=O)[nH]n2)c1 in the list: 0.2, 0, -1, -0.7, -1.1, 2.3, -1.2, -6, 2.7, -11, 3.0

Following part.
SMILES	DAX1 inh-1	GC-A act	ADAM17 inh	PG9 Ab binder	DAX1 inh-2	GAA850 FXN act	ssDAF12 agonist	SMARCA2 act	hcDAF-12 act	ADAM10 inh	hgDAF-12 ag
COc1ccccc1Cn1c(=S)[nH]c2ccc(Br)cc2c1=O	0.5	8	8	-2.5	-0.2	1.1	-0.6	-3	-0.9	14	-3.4
O=C(NCCCc1ccccc1)c1ccncc1	0.3	1	-5	2.2	0.1	0.4	-1.2	-5	-0.2	-16	-0.1
COc1ccccc1-c1nnc2sc(COc3ccc(Cl)cc3)nn12	-1.0	10	-5	0.0	-0.8	-1.0	-1.4	-4	-1.9	7	-3.1
COc1cc(/C=N/NC(=O)/C(=C\c2ccc([N+](=O)[O-])cc2)NC(=O)c2ccccc2)cc(OC)c1O	-0.6	-2	7	-3.2	3.6	2.2	-0.8	3	-1.5	12	0.6
CCCc1ccc(C(=O)NNC(=O)c2ccc(Cl)cc2)cc1	-1.4	-2	-1	-0.3	0.1	2.6	-1.4	-3	-0.9	0	-0.5
Brc1c(-c2ccccc2)nc2n1Cc1ccccc1-2	2.2	-1	3	-1.1	3.7	4.5	1.8*	4	11*	7	16*
CC1CC(C)CN(CC(=O)NCCc2ccc(S(N)(=O)=O)cc2)C1 (stereo not given)	1.7	-3	-57	-0.4	-0.3	1.6	-1.3	-3	-1.4	-1	-1.1
Cc1cccc(C)c1-n1nnnc1C(c1ccnc2ccccc12)N1CCN(CC(=O)NC(C)C)CC1 (stereo not given)	-0.9	3	-4	3.3	x	x	-0.8	-2	-0.4	-12	3.7
CCCCC(O)(CCCC)C(=O)NN(C(=O)CCl)c1ccccc1	-0.9	-3	4	-3.6	-0.6	-4.9	-1.3	-8	-2.7	9	-0.1
COCc1cc(CN(C)C(=O)c2oc3c(F)cccc3c2C)[nH]n1	-0.1	1	3	-0.2	-0.5	2.4	-1.2	-1	-1.9	11	-1.1
Cc1ccc(C(=O)COC(=O)c2ccc(Br)o2)cc1C	0.5	-1	-1	0.0	0.0	2.8	-1.0	1	-1.5	7	-0.6
CC(=O)Nc1ccc(NC(=O)c2ccc(Cn3cc(Cl)cn3)cc2)cc1	-0.1	0	1	-2.9	-0.8	0.7	-1.6	-2	-0.1	5	1.8
Cc1ccc(C2=NN(C(=O)CCC(=O)O)C(c3cccs3)C2)cc1 (stereo not given)	-0.2	2	-4	0.3	-1.1	1.3	-1.0	-4	-0.2	-8	1.5
CCC(C)NC(=O)CNC(=O)c1nn(-c2ccc(OC)cc2)c(=O)c2ccccc12 (stereo not given)	-0.7	4	-7	-1.4	-1.3	0.7	-1.4	-3	-2.3	-8	-2.6
Cc1ccccc1NC(=O)COc1ccc(Br)cc1C	0.1	5	2	-2.1	-1.1	-0.1	-1.4	-2	4.4	-4	2.2
CC(C)c1ccc(NC2CCCN(C(=O)C3=NN(C)C(=O)CC3)C2)cc1 (stereo not given)	-1.2	2	0	-1.3	1.0	2.2	-1.0	-1	0.9	-6	0.3
CC(=O)NC1CCC(OC(=O)Nc2ccccc2)CC1 (stereo not given)	0.3	3	0	1.9	0.2	2.3	-0.6	2	-1.5	-9	9.0
Cc1ccc(NCC(=O)N/N=C\c2cccc(O)c2)cc1	1.0	0	3	-5.8	-1.4	2.5	-0.5	-3	0.6	6	1.0
CN1CCC[C@@H]1CCNC(=O)c1cccc2c1C(=O)c1ccc(N3CCCC3)cc1S2(=O)=O	-0.3	-3	-2	-0.2	0.8	2.0	-1.4	1	-0.8	0	-1.4
Cc1cc(C(C)(C)C)oc1C(=O)OCC(=O)NC1CCCCC1	-0.1	-4	2	-0.3	0.4	1.2	-1.1	-3	0.0	6	5.1
CCc1ccccc1NS(=O)(=O)c1cc2c(cc1C)n(C)c(=O)c(=O)n2C	0.0	0	-6	0.4	-0.3	-1.4	-1.4	-2	-3.1	-29	-1.9
C/C(CC(=O)Nc1ccc(Cl)cc1Cl)=N\NC(=O)c1ccco1	3.0	-6	2	-0.5	1.4	5.9	-0.1	5	2.3	10	9.4
COC(=O)/C=C\C(C#N)(C#N)N=Cc1ccc(OC)cc1	-0.3	40	-9	-2.6	2.2	1.6	-0.6	-1	-2.1	-43	2.8
CCOC(=O)c1ccccc1NC(=O)c1cccs1	-1.2	1	-1	-2.1	1.7	3.9	-1.6	7	-1.2	4	1.6
O=C(Nc1ccc(-c2nnn(CC(=O)N3CCN(C(=O)c4ccco4)CC3)n2)cc1)c1ccc(F)cc1	-0.1	0	-3	-1.1	1.6	3.0	-1.6	-2	-1.3	-5	-1.8
Cc1ccc(NC(=O)CN2C(=O)NC(C)(C3CC3)C2=O)cc1S(=O)(=O)N1CCCCC1 (stereo not given)	0.1	4	-3	1.4	0.9	0.7	-1.8	-1	-1.6	1	1.1
COc1ccc(CN2CCNC(=O)C2CC(=O)NC2CCOCC2)cc1C (stereo not given)	-0.5	3	-6	-0.2	0.9	0.5	-0.4	1	-0.4	-12	-0.4

Bioassay records deposited in PubChem BioAssay by several laboratories.
